High-throughput results (PubChem BioAssay)
p53ts 39C tox = p53ts cell cytotoxicity, nonpermissive temperature | H1299-p53A138V viability at 39C, ATP luminescence, 24 h | Potency, µM (highest dose often 46.1 µM), inactives show at the top dose activity change, negative = cell killing, usual class: cytotoxic | actives 1.5% (n = 130,000) | AID 902; further: nearly all actives have a fitted effect of over 55% in size
p53ts 32C tox = p53ts cell cytotoxicity, permissive temperature; H1299-p53A138V at 32C, ATP luminescence viability, 24 h; Potency, µM (top dose mostly 46.1 µM), for the others: at the top dose activity change, negative = cytotoxicity, hits mostly cytotoxic; actives 0.93% (n = 130,000); AID 924;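 further: 0% = DMSO and -100% = full killing by reference compound; nearly all actives have a fitted effect of over 55% in size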
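ATP-content luminescence (ATPlite) read-out after 24 h compound exposure at 32C in H1299-p53A138V cells (600/well). Tested up to 46 uM. Normalized to DMSO (0%) and 100 uM tamoxifen (100% killing); Hill-fit AC50.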
IkB signaling = suppresses IkB signaling in ABC-DLBCL reporter cells. Potency, µM (series often up to 57.1 µM), for the others: at the highest dose IkBa stabilization activation. actives 0.04% (n = 110,000). AID 445. ABC-DLBCL IkBa-CBG/CBR dual luciferase ratio, 4 h; response scale: scaled: untreated 0%, proteasome inhibitor 100%; active means well fitted curve in the direction sought with a large enough effect in the signal ratio, not every such curve was filed as active; inconclusive means small, poorly fitted or top-dose-only effect, or a change in a side signal; the % refers to the signal ratio;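 further: the direction sought is a rising ratio; 0% = basal untreated cells and 100% = reference inhibitor full response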
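Luminescence ratio of IκBα-fused green versus native red beetle luciferase in OCI-Ly3 cells, 4 h post-doxycycline with compound; red signal alone, scaled from basal (0%) to zero light (-100%), flagged nonspecific or cytotoxic effects.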
Peg3 imprint = inducers of genomic imprint erasure in mouse ES cells; mouse ES Peg3-LacZ reporter, beta-gal luminescence, 40 h; Potency, µM (doses to about 60.7 µM), for the others: at the top dose activity change, positive = activation, usual class: activators; actives 0.02% (n = 110,000); AID 1948;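 further: 0% = negative control wells on the plate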
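Gelatin-coated wells received 300 freshly trypsinized female ES cells with a Peg3LacZ-Neo reporter on the maternal allele, then incubated 40 hours at 37C. BetaGlo was added for 5 minutes at room temperature before a single luminescence read.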
The depositor's hits bear a star; ? = inconclusive; · = no result given; & = joins results of further samples; [ ] = dose if it differs, or a comment. Unless noted, the call rests on the fitted dose curve; in most records, active means well fitted curve in the direction sought with a large enough effect; inconclusive means small, poorly fitted or top-dose-only effect, or another doubt; inactive means no such curve, though single readings can be large; an effect the other way counts as inactive or inconclusive. Unless noted, on the % scale 0 is the no-effect control and ±100 the full control effect; potency means the concentration at half of the fitted maximal effect.

SMILES	p53ts 39C tox	p53ts 32C tox	IkB signaling	Peg3 imprint
COc1cc(C2C3=C(CC(C)(C)CC3=O)N(C)C(=O)N2C)cc(OC)c1OC (stereo unspecified)	-2%	2%	0.2%	-4%
CN1CCN(C(=O)c2ccccc2N(Cc2ccccc2)S(C)(=O)=O)CC1	2%	0%	-0.3%	-14%
C=CCOc1c(Br)cc(CNn2nnnc2N)cc1OCC	9%	-2%	-4.9%	-10%
CCN(CC)CCNC(=O)c1ccc2c(=O)n(CCc3ccccc3)c(=O)[nH]c2c1	8%	-5%	-2.5%	-11%
COCCn1c(SCC(=O)Nc2ccc3c(c2)OCCO3)nc2c(c1=O)SC(C)C2 (stereo unspecified)	-9%	-2%	·	·
O=C(NCCCN1CCN(c2ccc(F)cc2)CC1)c1ccc2nc(CCc3ccccc3)oc2c1	?	-7%	?	-15%[10.9 µM]
Cc1cccc(NC(=O)CN(C)S(=O)(=O)c2cccc3cccnc23)c1	-2%	-2%	?	-16%
CC(C)(CO[C@H]1C[C@H]2CC[C@@]1(C)C2(C)C)[N+](=O)[O-]	5%[9.22 µM]	-5%[9.22 µM]	0.9%[11.4 µM]	-9%[10.9 µM]
O=C(O)/C(=C\c1ccc(O)cc1)c1cccc2ccccc12	2%[9.22 µM]	-6%[9.22 µM]	-0.6%[11.4 µM]	-10%[10.9 µM]
COC(=O)c1ccc(C(/C=C/[C@@H](C)C(=O)N[C@H](C)CO)NC(=O)OCc2ccccc2)cc1 (stereo partly specified)	7%	5%	·	-14%
COc1ccc(-n2ncc3c(=O)n(CC(=O)N4c5ccccc5CC4C)cnc32)cc1 (stereo unspecified)	-5%	-9%	·	·
Cc1ccc(-n2c(O)cnc2Nc2nc(C)cc(C)n2)cc1	-1%	16%	0.5%	-6%
Cc1ccc(-c2noc(C3CC(=O)N(c4ccc5c(c4)OCCO5)C3)n2)cc1 (stereo unspecified)	-16%	10%	-3.6%	0%[10.9 µM]
O=C(O)/C=C/c1ccc2ccccc2n1	21%	-10%	·	·
O=c1cc(CSc2nnc(COc3ccc(Cl)cc3)o2)c2ccccc2[nH]1	6%	14%	1.7%	2%
COCCSc1ccccc1C(=O)Nc1ccncc1	14%	10%	-0.8%	-1%
Cc1cc2c(c(=O)n1CCc1ccccc1)C(C(C)C)C(C#N)=C(N)O2 (stereo unspecified)	4%	6%	-1.3%	-9%
CCOCC(=O)Nc1cc(-c2cn3cccnc3n2)ccc1C	6%	-2%	0.0%	-10%
Cc1cc(C(=O)CSc2n[nH]c(N)n2)c(C)n1-c1ccc(F)cc1	-14%	-23%	·	·
Cc1ccccc1Nc1c(-c2ccc(Br)cc2O)nc2sccn12	-21%	-7%	0.3%	-10%[10.9 µM]
CN(C)C(=O)CSc1nnc(-c2cnccn2)n1C	-6%	-12%	·	·
CCCc1cc(=O)n2[nH]c(-c3ccc(Br)cc3)cc2n1	?	?	?	-15%
O=C(CN1CCN(S(=O)(=O)c2ccccc2)CC1)Nc1cccc(C(F)(F)F)c1	-9%	-8%	1.1%	-22%
OC[C@@H](O)CNc1ncnc2ccccc12	0%[9.22 µM]	-1%[9.22 µM]	-0.6%[11.4 µM]	-8%[10.9 µM]
COc1ccc(CN2CCN(S(=O)(=O)c3ccccc3)CC2)c(OC)c1	-5%	-8%	2.4%&-5.8%	-10%

(continued)
SMILES	p53ts 39C tox	p53ts 32C tox	IkB signaling	Peg3 imprint
CC(C)NC(=O)N1CCC2(CC1)CCN(C(=O)c1ccncc1)CC2	9%	-6%	1.1%[11.4 µM]	·
Cc1cc(C)nc(SCCn2c(N3CCC(C)CC3)nc3c2c(=O)n(C)c(=O)n3C)n1	9%	-5%	1.4%	·
Cc1cccc(Cn2c(C(C)O)nc3ccccc32)c1 (stereo unspecified)	4%	1%	1.2%	2%
CCC(=O)N1CCc2cc(S(=O)(=O)NCCC(=O)N3CCN(Cc4ccccc4)CC3)ccc21	-10%	11%	0.2%	-18%
Cc1noc(/C=C/N(C)C)c1S(=O)(=O)N1CCN(c2ccccc2)CC1	15%	21%	?	-33%[inhibitor]
Nn1cnnc1SC1CCCCC1NS(=O)(=O)c1ccccc1 (stereo unspecified)	14%	-3%	0.4%	-3%
CCCN1C2=NCCN2c2cc(C)c(C)cc21	5%	-9%	2.6%	-16%
COc1cccc(CNC(=O)CCCn2c(=O)c3cccn3c3cccnc32)c1OC	-6%	1%	-1.9%	-16%[10.9 µM]
CCN(CC)S(=O)(=O)c1ccc(NC(=O)CCc2c(C)nc3cc(-c4ccc(Cl)cc4)nn3c2C)cc1	-22%	-2%	?	-11%[10.9 µM]
O=C(Nc1cc(=O)c2ccccc2o1)N1CCOCC1	7%	-6%	-3.2%	3%
Cc1nc(NCc2ccco2)c2c3c(sc2n1)CCC3	-25%	-18%	?	-11%
CCOC(=O)C1CCCN(S(=O)(=O)c2ccc(OC)c3ccccc23)C1 (stereo unspecified)	-6%	20%	-2.5%	-27%
CCOC(=O)c1[nH]c(C)c(CCC(=O)N2CCN(c3cc(C)ccc3C)CC2)c1C	1%	31%[activator]	?	9%[10.9 µM]
CSc1cccc(NC(=O)N2CCN(c3cc(-c4noc(C)n4)ccc3C)CC2)c1	-8%	8%	-1.0%	18%[10.9 µM]
Nc1ccccc1N=Nc1c(S(=O)(=O)O)cc2cc(S(=O)(=O)O)cc(O)c2c1O	5%[9.22 µM]	-9%[9.22 µM]	-4.9%[11.4 µM]	-12%[10.9 µM]
CC(C)CC1C(C#N)=C(N)SC(N)=C1C#N	2%	-5%	4.1%	-10%
CCCCCCOc1ccccc1C(N)=O	-6%	-13%	·	-35%[inhibitor]
CCOC(=O)N1CCN(C(=O)c2cc3c(ccc4ccccc43)oc2=O)CC1	7%	1%	3.8%	-3%
COC(=O)[C@@]1(Cc2ccc(F)cc2)[C@H]2c3cc(C(=O)N(C)C)n(Cc4nc5ccccc5[nH]4)c3C[C@H]2CN1C(=O)c1ccccc1	-2%	16%	·	-11%
Cc1ncc(COC(=O)C(C)C)c2cc(C(=O)Nc3ccccc3C(F)(F)F)c(=O)oc12	-9%	-1%	?	6%[10.9 µM]
COC(=O)c1cc2c(cc1NC(=O)c1cnn(-c3ccc(C)cc3)c1-n1cccc1)OCO2	18%	-1%	-4.0%	18%[10.9 µM]
CCSc1nnc(-c2ccc(Cl)cc2Cl)o1	-18%	-27%	-0.6%	-21%
CCOC(=O)c1c(C)[nH]c(C)c1S(=O)(=O)N1CCC(C(=O)N2CCN(c3ccccc3F)CC2)CC1	-13%	9%	0.6%	-5%[10.9 µM]
O=C(NCCCCCCNC(=O)C1CCCC1)C1CCCC1	-1%	5%	·	·
CCOc1ccc(-c2nnc3ccc(SCC(=O)NCc4ccco4)nn23)cc1	-5%	4%	1.7%	-11%

One compound at a time (already shown). Order of screens: p53ts 39C tox, p53ts 32C tox, IkB signaling, Peg3 imprint
Shown for `CC(C)CC1C(C#N)=C(N)SC(N)=C1C#N` → 2%, -5%, 4.1%, -10%
Shown for `Nc1ccccc1N=Nc1c(S(=O)(=O)O)cc2cc(S(=O)(=O)O)cc(O)c2c1O` → 5%[9.22 µM], -9%[9.22 µM], -4.9%[11.4 µM], -12%[10.9 µM]

The listing continues:
SMILES	p53ts 39C tox	p53ts 32C tox	IkB signaling	Peg3 imprint
Cc1ccc(S(=O)(=O)c2c(C)nn(-c3ccccc3)c2OC(=O)c2ccccc2F)cc1	-1%	12%	?	-5%[10.9 µM]
O=C(COc1ccc(F)cc1)NCCc1nc2ccccc2[nH]1	14%	6%	2.3%	-2%[10.9 µM]
Fc1ccc(C(c2nnnn2C2CCCC2)N2CCN(Cc3ccncc3)CC2)cc1 (stereo unspecified)	-1%	-8%	0.1%	-4%
CN1CCN(CCCNC(=O)c2cnn(-c3ccccc3)c2-n2cccc2)CC1	2%	7%	0.9%	-12%[10.9 µM]
CCOC(=O)c1cnc2c(Cl)cc(Cl)cc2c1Nc1cc(C(=O)O)ccc1C	-4%	-1%	?	-12%[10.9 µM]
CCC(C)(C)NC(=O)C(c1ccc(F)cc1)N(Cc1ccco1)C(=O)c1cnccn1 (stereo unspecified)	-3%	8%	0.3%	-10%
CCOC(=O)c1ccccc1NC(=O)N(Cc1ccc(C)cc1)Cc1cccn1-c1nnc(N2CCCC2=O)s1	-5%	-1%	-0.5%	-7%[10.9 µM]
Cc1cc(O)c(C=O)c2c1C(=O)Oc1c(C)c(O)c3c(c1O2)C(O)OC3=O (stereo unspecified)	-6%	15%	·	1%
O=C(CSC1=NCCS1)Nc1ccccc1F	-14%	-7%	?	-35%[inhibitor]
CCOC(=O)N1CCN(C/C(C)=C/c2ccccc2)CC1	-4%	-16%	3.0%	-17%
O=c1cnc2cncnc2n1Cc1ccc(F)cc1	-25%	-10%	?	-17%
O=C(COC(=O)C1CCCN1C(=O)c1cccs1)Nc1ccc2c(c1)OCO2 (stereo unspecified)	9%	-7%	0.6%	-5%
O=C(NCc1ccc(Cl)cc1)C(=O)Nc1cccc(Br)c1	-25%	-25%	-1.3%	-13%[10.9 µM]
Cc1ccc(Cn2c3ccccc3c3cnn(CC(=O)Nc4cc(Cl)ccc4C)c(=O)c32)cc1	-13%	-4%	-0.4%	23%[10.9 µM]
CCCOC(=O)c1cccc(NC(=O)CSc2nnc3cc(C)c4ccccc4n23)c1	-9%	2%	0.0%	-4%[10.9 µM]
CCOCCCNC(=O)c1ccc(OC)cc1	-2%	-10%	-2.1%	-25%
O=C(O)c1ccc(CSc2nnc(-c3ccncc3)n2CC2CCCO2)cc1 (stereo unspecified)	1%	-5%	0.5%	2%
COc1ccc(-n2c(-c3ccc(C)cc3)cc3c2CC(C)(C)CC3=O)c(OC)c1	?	11%	?	-6%[10.9 µM]
COc1cc(C(=O)NCc2nnc(SCC(=O)N3CCC(C)CC3)o2)cc(OC)c1OC	12%	2%	0.0%	-14%
COc1cc(OC)c(NC(=O)CSc2cc(=O)n(C)c3ccc(Cl)cc23)cc1Cl	-3%	11%	-0.4%	7%[10.9 µM]
Fc1ccccc1OCc1nc(-c2ccc(-n3cccc3)cc2)no1	14%	-5%	-3.0%	-8%[10.9 µM]
COc1cc(Cl)c(C)cc1NS(=O)(=O)c1c(C)nc2sccn2c1=O	-16%	8%	-1.6%	-11%[10.9 µM]
Cc1ccc(Oc2nc3ccccc3n3c(C)nnc23)cc1	7%	7%	-2.8%	11%
CCc1c(C)[nH]n(CCC#N)c1=O	3%	1%	1.6%	0%
CC(=O)CSc1nsc(SCC(C)=O)c1C#N	-24%	-12%	·	·

Filtered by structure, the entries above with a cyano group (4)
SMILES	p53ts 39C tox	p53ts 32C tox	IkB signaling	Peg3 imprint
Cc1cc2c(c(=O)n1CCc1ccccc1)C(C(C)C)C(C#N)=C(N)O2 (stereo unspecified)	4%	6%	-1.3%	-9%
CC(C)CC1C(C#N)=C(N)SC(N)=C1C#N	2%	-5%	4.1%	-10%
CCc1c(C)[nH]n(CCC#N)c1=O	3%	1%	1.6%	0%
CC(=O)CSc1nsc(SCC(C)=O)c1C#N	-24%	-12%	·	·

Remaining list, next part:
SMILES	p53ts 39C tox	p53ts 32C tox	IkB signaling	Peg3 imprint
CCCCN(CCCNC(=O)CN1C(=O)COc2ccccc21)c1ccccc1	-20%	-4%	?	-18%
CCn1c(C(=O)NCc2cccnc2)cc2sc(Cl)cc21	-6%	-4%	·	·
CC(=O)Oc1cc(OC(C)=O)c2c(=O)cc(-c3ccc(OC(C)=O)c(OC(C)=O)c3)oc2c1	-6%	-14%	-3.2%[11.4 µM]	-41%[inhibitor]
Cc1ccc(N2CC(C(=O)NC3=NCCS3)CC2=O)cc1C (stereo unspecified)	3%	0%	2.9%	-3%
Cc1ccc(NC(=O)CSc2nnc(CCCCCNC(=O)OC(C)(C)C)o2)c(C)c1	1%	?	3.0%	-11%
O=C(Cn1c(=O)ccc2cc(S(=O)(=O)N3CCCC3)ccc21)NCc1ccc(F)cc1	-10%	5%	-2.3%	3%[10.9 µM]

Of the compounds above, these contain a CF3 group.
SMILES	p53ts 39C tox	p53ts 32C tox	IkB signaling	Peg3 imprint
O=C(CN1CCN(S(=O)(=O)c2ccccc2)CC1)Nc1cccc(C(F)(F)F)c1	-9%	-8%	1.1%	-22%
Cc1ncc(COC(=O)C(C)C)c2cc(C(=O)Nc3ccccc3C(F)(F)F)c(=O)oc12	-9%	-1%	?	6%[10.9 µM]
